IDE exosite inh: displaces the probe from the exo-site of human IDE; purified IDE, FL-6b probe fluorescence polarization; active compounds read low; z-score at 20 µM; AID 1259349; 17,000 compounds, 6.3% hits; P14735;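 active = z-score of -3 or lower, meaning strong loss of probe binding signal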;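 also: His-tagged human IDE residues 42-1019 made in E. coli with 30 nM FL-6b probe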
Target sequence (P14735 42-1019 limits assumed): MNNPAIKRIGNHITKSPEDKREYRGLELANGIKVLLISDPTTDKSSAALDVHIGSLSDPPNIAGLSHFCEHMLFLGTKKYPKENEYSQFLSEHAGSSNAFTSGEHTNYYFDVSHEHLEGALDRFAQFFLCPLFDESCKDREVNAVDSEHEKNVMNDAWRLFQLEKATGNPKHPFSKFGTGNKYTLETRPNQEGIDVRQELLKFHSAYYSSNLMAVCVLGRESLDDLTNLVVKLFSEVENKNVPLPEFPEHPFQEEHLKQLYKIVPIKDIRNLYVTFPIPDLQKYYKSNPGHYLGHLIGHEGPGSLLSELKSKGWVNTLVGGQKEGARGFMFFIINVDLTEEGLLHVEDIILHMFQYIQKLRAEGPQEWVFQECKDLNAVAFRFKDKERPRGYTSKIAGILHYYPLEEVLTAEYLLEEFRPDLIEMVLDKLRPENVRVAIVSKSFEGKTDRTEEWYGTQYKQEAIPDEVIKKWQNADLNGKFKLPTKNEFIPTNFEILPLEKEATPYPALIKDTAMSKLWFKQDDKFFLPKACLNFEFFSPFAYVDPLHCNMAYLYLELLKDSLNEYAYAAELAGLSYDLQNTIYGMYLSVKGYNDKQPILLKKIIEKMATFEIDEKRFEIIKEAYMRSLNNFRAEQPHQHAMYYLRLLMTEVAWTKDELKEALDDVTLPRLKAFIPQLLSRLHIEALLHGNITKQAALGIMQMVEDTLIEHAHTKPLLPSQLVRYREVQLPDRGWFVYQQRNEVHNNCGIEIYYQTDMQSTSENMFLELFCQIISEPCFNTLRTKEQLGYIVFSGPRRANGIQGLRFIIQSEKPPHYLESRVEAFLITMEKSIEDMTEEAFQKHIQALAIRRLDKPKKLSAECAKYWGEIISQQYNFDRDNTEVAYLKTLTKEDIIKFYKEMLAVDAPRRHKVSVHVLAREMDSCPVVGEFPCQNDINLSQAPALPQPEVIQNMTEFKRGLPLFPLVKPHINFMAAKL
* = called active by the depositor; & = joins results of further samples. Not all compounds are listed; the hit share may differ from the screen's.

SMILES	IDE exosite inh
N#C[C@@H]1[C@H](c2ccccc2-c2ccccc2F)[C@H](CO)N1C(=O)C1CCOCC1	-0.0697
O=C(NCC[C@@H]1CC[C@H](NC(=O)C2CCOCC2)[C@@H](CO)O1)c1cc(Cl)cc(Cl)c1	0.0128
O=C(C[C@@H]1CC[C@H]2[C@@H](COC[C@H](O)CN2C(=O)Nc2ccc(Cl)cc2)O1)NCC1CCCCC1	2.35
C/C=C/c1ccc([C@H]2[C@H](CO)N3C(=O)CN(C(=O)NC4CCCCC4)C[C@@H]23)cc1	-0.675
COc1ccc(CNC(=O)C[C@H]2C[C@@H]3c4cc(N(C)C)ccc4O[C@@H]3[C@H](CO)O2)cc1	-0.422
O=C(c1ccccc1F)N1CC(=O)N2[C@H](C1)[C@H](c1ccc(-c3ccccc3)cc1)[C@@H]2CO	1.12
CO[C@H]1CN(C)C(=O)c2ccc(NC(=O)Nc3ccccc3)cc2OC[C@H](C)N(C(=O)CC2CC2)C[C@H]1C	0.46
CN1C(=O)c2cc(NC(=O)Nc3ccccc3Cl)ccc2OC[C@H]2O[C@H](CC(=O)NCCCN3CCOCC3)CC[C@H]21	-1.04
COCC(=O)N1[C@H](CN(C)C(=O)c2cccnc2)[C@@H](c2ccccc2)[C@@H]1CO	-0.339
Cc1cccc(-c2ccc([C@@H]3[C@H]4CN(C(=O)c5ccccc5)CC(=O)N4[C@H]3CO)cc2)c1	-8.7*
CN(C[C@H]1[C@H](c2ccccc2)[C@@H](CO)N1C(=O)c1ccccc1)C(=O)C1CCC1	2.73
N#C[C@H]1[C@@H](c2ccc(C3=CCCCC3)cc2)[C@H](CO)N1C(=O)CN1CCOCC1	-1.54
CC(C)C#Cc1ccc([C@@H]2[C@@H](CO)N(C(=O)C3CCOCC3)[C@H]2C#N)cc1	0.183
O=S(=O)(Cc1ccccc1)N1CCCCN2[C@H](CO)[C@H](c3ccc(-c4cncnc4)cc3)[C@@H]2C1	1.39
O=C(C[C@H]1CC[C@@H]2[C@H](COC[C@H](O)CN2C(=O)c2ccc3c(c2)OCO3)O1)NC1CCC1	0.0144
CO[C@@H](CN(C)CC1CCOCC1)[C@@H](C)CN(C(=O)Nc1ccc(F)cc1)[C@H](C)CO	0.427
Cc1ccc(S(=O)(=O)Nc2ccc3c(c2)C(=O)N([C@H](C)CO)C[C@H](C)[C@@H](CN(C)S(=O)(=O)c2cccs2)OCCCC[C@H](C)O3)cc1	-1.12
C/C=C/c1ccc([C@@H]2[C@@H](CO)N3C(=O)CN(C(=O)Nc4ccc(F)cc4)C[C@H]23)cc1	0.195
CCCN1C[C@@H](C)[C@@H](OC)CN(C)C(=O)c2cc(NC(=O)Nc3cccc(F)c3)ccc2OC[C@H]1C	-1.11
Cc1ccccc1S(=O)(=O)N1[C@H](C#N)[C@H](c2ccc(C#CC3CCCCC3)cc2)[C@H]1CO	1.94
CCCC#Cc1ccc([C@H]2[C@H]3CN(C(=O)Nc4cc(F)ccc4F)CC(=O)N3[C@H]2CO)cc1	-0.455
CCS(=O)(=O)N(C)C[C@@H]1N[C@H](CO)[C@@H]1c1ccc(-c2ccccc2F)cc1	-0.262
Cc1cccc(-c2ccc([C@H]3[C@@H](CO)N4CCCCN(C(=O)c5ccc6c(c5)OCO6)C[C@@H]34)cc2)c1	3.04
COc1ccc2c3c([nH]c2c1)[C@@H](CO)N(C(C)=O)CC31CCN(C(=O)c2ccc3c(c2)OCO3)CC1	0.183
COCC#Cc1ccc([C@@H]2[C@H](CO)N3CCCCN(S(=O)(=O)c4ccccc4F)C[C@@H]23)cc1	-4.52*

(next part)
SMILES	IDE exosite inh
Cc1noc(C)c1S(=O)(=O)N1[C@@H]2CNC[C@H]1C2c1ccc(-c2cccc(F)c2)cc1 (some centres undefined)	-0.438
C[C@H](CO)N1C[C@H](C)[C@H](CN(C)CC2CCCCC2)OCc2cnnn2CCCC1=O	1.18
O=S(=O)(Cc1ccccc1)N1CCCCN2[C@H](C1)[C@H](c1ccc(-c3cccnc3)cc1)[C@@H]2CO	-0.263
Cc1ccc(S(=O)(=O)N(C)C[C@@H]2OCCCC[C@@H](C)Oc3ccc(NC(=O)c4ccncc4)cc3C(=O)N([C@@H](C)CO)C[C@H]2C)cc1	1.37
OC[C@@H]1[C@@H](c2ccc(-c3ccccc3F)cc2)[C@H]2CN(Cc3cccnc3)CCCCN12	-2.72
COCCN(C[C@H]1N[C@H](CO)[C@@H]1c1ccc(-c2cccc(C#N)c2)cc1)C(C)=O	0.682
C[C@H](CO)N1C[C@H](C)[C@H](CN(C)C(=O)Nc2ccc(C(F)(F)F)cc2)OCCCC[C@H](C)Oc2ccc(NS(=O)(=O)c3cn(C)cn3)cc2C1=O	0.141
COc1ccc(NC(=O)N2CC(=O)N3[C@@H](CO)[C@@H](c4ccc(C#CCC5CCCC5)cc4)[C@@H]3C2)cc1	1.32
C/C=C/c1ccc([C@@H]2[C@@H](CN(CC)C(=O)CC)N(C(=O)C3CCC3)[C@H]2CO)cc1	1.84
COc1ccccc1NC(=O)N[C@H]1CC[C@@H](CCNS(=O)(=O)c2ccc(Cl)cc2)O[C@@H]1CO	1.53
COc1cccc(-c2ccc([C@@H]3[C@H]4CN(S(=O)(=O)c5cccs5)CCCCN4[C@H]3CO)cc2)c1	4.17
CC(C)C[C@H]1COCn2nncc2CC[C@H](C)C(=O)N1	-1.31
O=C1CN(S(=O)(=O)Cc2ccccc2)C[C@H]2[C@@H](c3ccc(C#CC4CC4)cc3)[C@H](CO)N12	0.851
CC(C)NC(=O)N1CC(=O)N2[C@@H](CO)[C@H](c3ccc(C#CCN(C)C)cc3)[C@@H]2C1	3.21
COc1cccc(S(=O)(=O)Nc2ccc3c(c2)[C@H]2C[C@H](CC(=O)NC4CCCCC4)O[C@@H](CO)[C@H]2O3)c1	-0.783
COCCNC(=O)C[C@@H]1CC[C@@H]2[C@H](COc3ccc(NC(=O)Nc4cccc(F)c4)cc3C(=O)N2C)O1	-1.21
CO[C@@H]1CN(C)C(=O)c2cc(NS(=O)(=O)CC(F)(F)F)ccc2OC[C@H](C)NC[C@@H]1C	-0.446
N#C[C@@H]1[C@H](c2ccccc2-c2cccc(F)c2)[C@@H](CO)N1C(=O)NC1CCCCC1	-0.792
O=C(Nc1cccc(F)c1)N1CC(=O)N2[C@H](CO)[C@@H](c3ccc(C#CCC4CCCC4)cc3)[C@H]2C1	2.96
CCC(=O)N1[C@@H](C#N)[C@@H](c2ccccc2-c2cccc(C)c2)[C@@H]1CO	4.37
C[C@@H]1CN([C@@H](C)CO)C(=O)c2c(c3ccccc3n2C)-c2ccccc2CO[C@H]1CN(C)Cc1cccc(C(F)(F)F)c1	0.58
C[C@@H](O)C#Cc1ccc([C@H]2[C@@H](CO)N3CCCCN(C(=O)c4ccncc4)C[C@@H]23)cc1	1.65
C[C@H](CO)N1C[C@H](C)[C@H](CN(C)C(=O)NC2CCCCC2)OCc2cn(nn2)CCCC1=O	-0.348
O=C(Cc1cccnc1)N1CC(=O)N2[C@H](C1)[C@H](c1ccc(C3=CCCCC3)cc1)[C@@H]2CO	0.695
N#C[C@@H]1[C@H](c2ccccc2)[C@@H](CO)N1S(=O)(=O)c1cccc(F)c1	-0.035

(further entries)
SMILES	IDE exosite inh
O=C(C[C@H]1CC[C@H](NC(=O)Nc2ccc(C(F)(F)F)cc2)[C@H](CO)O1)NCc1cccc(F)c1	0.748
COCC#Cc1ccc([C@H]2[C@@H](CO)N3CCCCN(S(=O)(=O)c4ccccc4C)C[C@@H]23)cc1	4.1
CCC(=O)N1[C@@H]2Cn3c(cccc3=O)[C@H]1[C@@H](C(=O)NC1Cc3ccccc3C1)[C@@H]2CO	0.058
C[C@@H]1CCCCO[C@@H](CN(C)S(C)(=O)=O)[C@@H](C)CN([C@H](C)CO)C(=O)c2cc(NC(=O)NC3CCCCC3)ccc2O1	-0.625
CNC[C@@H]1Oc2c(NS(=O)(=O)c3ccc(Cl)cc3)cccc2C(=O)N([C@@H](C)CO)C[C@@H]1C	0.135
Cc1ccccc1S(=O)(=O)N1[C@@H]2CNC[C@H]1[C@@H]2c1ccc(-c2ccc(C#N)cc2)cc1	1.53
COc1ccccc1-c1ccccc1[C@@H]1[C@@H](CO)N(C(=O)C2CC2)[C@H]1C#N	3.67
COc1cccc(-c2ccc(C3[C@@H]4CN(C(=O)Nc5ccccc5F)C[C@H]3N4)cc2)c1 (some centres undefined)	-1.2&0.0165
N#C[C@@H]1[C@@H](c2ccc(-c3ccccc3F)cc2)[C@H](CO)N1C(=O)c1ccccn1	0.903
O=C(Nc1ccc(F)cc1)N1CCCCN2[C@H](C1)[C@H](c1ccc(C3=CCCCC3)cc1)[C@@H]2CO	0.603
CN(C)CC(=O)N1[C@H](C#N)[C@H](c2ccc(-c3ccccc3F)cc2)[C@H]1CO	1.72
COc1ccc2c3c([nH]c2c1)[C@@H](CO)N(S(=O)(=O)c1cn(C)cn1)CC31CCN(Cc2ccccc2Cl)CC1	1.91
O=C(Nc1ccc(F)cc1)N1CCCCN2[C@H](C1)[C@@H](c1ccc(-c3ccncc3)cc1)[C@@H]2CO	5.49
N#Cc1cccc(-c2ccc(C3[C@H]4CNC[C@@H]3N4Cc3ccc(F)cc3)cc2)c1 (some centres undefined)	3.02&3.97
COC(=O)C[C@@H]1CC[C@@H]2[C@H](COc3ccc(NC(=O)Nc4cccc(C#N)c4)cc3C(=O)N2C)O1	-0.68
O=S(=O)(c1ccc(F)cc1)N1C[C@H]2[C@@H](c3ccccc31)[C@H](CO)N2Cc1ccccc1Cl	3.03
O=C(Nc1cc(F)ccc1F)N1CCCCN2[C@@H](CO)[C@H](c3ccc(-c4cccnc4)cc3)[C@@H]2C1	2.16
O=C(CN1CCOCC1)N1CC[C@H]2[C@H](CO)Nc3ccc(-c4ccccc4F)cc3[C@H]21	1.99
COc1ccccc1NC(=O)N1C[C@H]2[C@@H](c3ccccc31)[C@H](CO)N2C(=O)C1CCCC1	1.56
C/C=C/c1ccc([C@H]2[C@@H](CO)N(C(=O)C3CCCC3)C23CN(S(C)(=O)=O)C3)cc1	0.229
COc1cccc(S(=O)(=O)N2CCCCN3[C@H](CO)[C@@H](c4ccc(C#CC5CC5)cc4)[C@@H]3C2)c1	3.8
Cc1ccc(-c2ccccc2[C@H]2[C@@H](C#N)N(S(C)(=O)=O)[C@@H]2CO)cc1	0.0636
CCN(C[C@H]1[C@@H](c2ccccc2)[C@H](CO)N1CC1CC1)C(=O)c1ccccn1	0.0752
CN(C)CC(=O)N1C[C@@H]2N[C@H](C1)C2c1ccc(-c2ccncc2)cc1 (some centres undefined)	-1.16&1.49
COc1ccc2c3c(n(C)c2c1)[C@H](CO)N(C)CC31CCN(C(=O)c2cccnc2)CC1	-0.189

Other records:
SMILES	IDE exosite inh
CCCN1[C@H](CO)[C@H](c2ccc(-c3ccccc3F)cc2)[C@@H]1CNC(=O)C1CCC1	-2.01
O=C(c1ccccc1)N1CC(=O)N2[C@H](CO)[C@H](c3ccc(C#CC4CC4)cc3)[C@H]2C1	4.41
Cc1cccc(S(=O)(=O)N2C[C@@H]3[C@H](c4ccccc42)[C@@H](CO)N3C(=O)c2ccccc2)c1	-0.383
O=C(C1CCCCC1)N1CC2(C1)[C@H](c1ccccc1)[C@@H](CO)N2CCC(F)(F)F	1.52
O=C(C[C@@H]1CC[C@H]2[C@@H](COC[C@@H](O)CN2CC2CCOCC2)O1)NCc1ccc(Cl)cc1	0.388
O=C(NC[C@H]1[C@@H](c2ccccc2)[C@@H](CO)N1CC1CCCC1)c1cccnc1	0.351
CCCN1[C@@H]2c3ccc(-c4ccccc4F)c(=O)n3C[C@@H]2[C@@H](CO)[C@@H]1C(=O)N1CCOCC1	-0.417
COc1ccccc1CNC(=O)C[C@H]1CC[C@@H]2[C@H](COC[C@@H](O)CN2Cc2ccc3c(c2)OCO3)O1	-0.149
O=C(NC1CCCCC1)N1CC(=O)N2[C@@H](CO)[C@@H](c3ccc(-c4ccccc4)cc3)[C@@H]2C1	-3.66*
CC(=O)NC[C@H]1[C@H](c2ccc(-c3cccnc3)cc2)[C@H](CO)N1C(=O)C1CCC1	3.5
O=C(Cc1ccccc1)N1CC(=O)N2[C@H](C1)[C@@H](c1ccc(C#Cc3ccccc3)cc1)[C@@H]2CO	-2.85
CCc1cnc(N2[C@H](C#N)[C@@H](c3ccc(C#Cc4ccccc4F)cc3)[C@@H]2CO)s1	1.63
CS(=O)(=O)N1[C@H](C#N)[C@H](c2ccc(C#CC3CC3)cc2)[C@H]1CO	2.79
O=C(C1CC1)N1CC(=O)N2[C@H](CO)[C@@H](c3ccc(C#CCc4ccccc4)cc3)[C@H]2C1	0.018
C/C=C/c1ccc([C@H]2[C@@H](CO)N(C(C)=O)[C@@H]2CNC(=O)c2ccccc2)cc1	-0.43

A section from further up, for reference:
SMILES	IDE exosite inh
O=C(C1CCCCC1)N1CC2(C1)[C@H](c1ccccc1)[C@@H](CO)N2CCC(F)(F)F	1.52
O=C(C[C@@H]1CC[C@H]2[C@@H](COC[C@@H](O)CN2CC2CCOCC2)O1)NCc1ccc(Cl)cc1	0.388
O=C(NC[C@H]1[C@@H](c2ccccc2)[C@@H](CO)N1CC1CCCC1)c1cccnc1	0.351
CCCN1[C@@H]2c3ccc(-c4ccccc4F)c(=O)n3C[C@@H]2[C@@H](CO)[C@@H]1C(=O)N1CCOCC1	-0.417
COc1ccccc1CNC(=O)C[C@H]1CC[C@@H]2[C@H](COC[C@@H](O)CN2Cc2ccc3c(c2)OCO3)O1	-0.149
O=C(NC1CCCCC1)N1CC(=O)N2[C@@H](CO)[C@@H](c3ccc(-c4ccccc4)cc3)[C@@H]2C1	-3.66*
CC(=O)NC[C@H]1[C@H](c2ccc(-c3cccnc3)cc2)[C@H](CO)N1C(=O)C1CCC1	3.5
O=C(Cc1ccccc1)N1CC(=O)N2[C@H](C1)[C@@H](c1ccc(C#Cc3ccccc3)cc1)[C@@H]2CO	-2.85
CCc1cnc(N2[C@H](C#N)[C@@H](c3ccc(C#Cc4ccccc4F)cc3)[C@@H]2CO)s1	1.63
CS(=O)(=O)N1[C@H](C#N)[C@H](c2ccc(C#CC3CC3)cc2)[C@H]1CO	2.79
O=C(C1CC1)N1CC(=O)N2[C@H](CO)[C@@H](c3ccc(C#CCc4ccccc4)cc3)[C@H]2C1	0.018
C/C=C/c1ccc([C@H]2[C@@H](CO)N(C(C)=O)[C@@H]2CNC(=O)c2ccccc2)cc1	-0.43

Source: PubChem (Broad Institute)
